# GC-B act: human GC-B receptor activators, primary screen, HEK293 GC-B cells, cGMP TR-FRET, EC30 CNP. Atrial natriuretic peptide receptor 2 (Homo sapiens), P20594. 0% at EC30 CNP, 100% saturating CNP. activation, % at 10 µM. 370,000 compounds, 0.11% hits. AID 1920062, 2024;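 active = activation at 10 µM reaching about 35% in either raw or pattern-adjusted values, limit read from the data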
# TCR-CD3 inh: inhibitors of human TCR-CD3 interaction, primary screen, biochemical, fluorescence, TAMRA-labeled TCR probe. inhibition, % at 9.4 µM. 360,000 compounds, 0.37% hits. AID 651800, 2012; in the data active = inhibition above about 19%;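 note: recombinant mutant TCR 2C K166C tagged with TAMRA read by polarization; 0% = receptor in buffer alone and 100% = receptor with positive control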
# NPR1 activator: GC-A stimulated cGMP production enhancers – HEK293 GC-A cells, cGMP TR-FRET, EC30 ANP, primary screen; AID 1671463, 2021; 0% at EC30 ANP, 100% saturating ANP; activation, % at 10 µM; 370,000 compounds, 0.14% hits; in the data active = activation above about 40%
# Target sequence (P16066 whole entry, looked up): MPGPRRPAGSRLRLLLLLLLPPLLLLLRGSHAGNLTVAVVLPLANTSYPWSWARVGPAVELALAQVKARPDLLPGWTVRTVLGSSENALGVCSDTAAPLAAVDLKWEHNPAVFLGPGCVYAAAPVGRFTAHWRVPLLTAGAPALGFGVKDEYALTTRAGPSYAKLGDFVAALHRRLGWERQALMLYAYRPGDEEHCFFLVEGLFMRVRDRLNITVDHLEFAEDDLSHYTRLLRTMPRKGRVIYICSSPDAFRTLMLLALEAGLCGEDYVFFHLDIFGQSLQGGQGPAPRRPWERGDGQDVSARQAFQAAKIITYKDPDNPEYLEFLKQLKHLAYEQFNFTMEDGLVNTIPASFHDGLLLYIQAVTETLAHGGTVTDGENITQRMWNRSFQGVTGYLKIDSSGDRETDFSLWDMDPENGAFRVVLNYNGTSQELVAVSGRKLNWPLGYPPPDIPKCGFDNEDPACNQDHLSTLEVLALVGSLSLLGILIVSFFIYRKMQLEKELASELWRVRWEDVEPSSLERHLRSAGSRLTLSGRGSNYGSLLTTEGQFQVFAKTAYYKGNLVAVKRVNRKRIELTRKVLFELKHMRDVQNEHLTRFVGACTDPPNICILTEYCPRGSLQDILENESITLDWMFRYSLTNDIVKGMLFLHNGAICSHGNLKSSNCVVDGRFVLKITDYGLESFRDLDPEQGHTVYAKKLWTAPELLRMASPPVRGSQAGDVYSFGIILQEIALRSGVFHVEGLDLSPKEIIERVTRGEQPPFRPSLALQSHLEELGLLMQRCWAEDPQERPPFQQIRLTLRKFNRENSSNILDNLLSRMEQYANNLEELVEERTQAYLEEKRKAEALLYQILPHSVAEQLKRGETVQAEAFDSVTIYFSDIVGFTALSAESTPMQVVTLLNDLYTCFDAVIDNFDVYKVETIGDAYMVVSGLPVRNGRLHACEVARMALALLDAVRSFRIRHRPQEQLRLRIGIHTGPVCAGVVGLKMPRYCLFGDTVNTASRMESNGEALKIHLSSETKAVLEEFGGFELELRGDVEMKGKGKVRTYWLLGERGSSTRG
# PRMT1 FP inh: PRMT1 methyltransferase inhibitors, primary screen, biochemical, fluorescence polarization; Protein arginine N-methyltransferase 1 (Homo sapiens), Q99873; recombinant PRMT1, activity-based probe fluorescence polarization; inhibition, % at 2.79 µM; 370,000 compounds, 1.3% hits; AID 652257, 2013;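 active = inhibition above about 21% made by adding two undisclosed values, limit read from the data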
# ABHD4 inh: ABHD4 inhibitors, primary screen, biochemical, fluorescence polarization, mouse; (Lyso)-N-acylphosphatidylethanolamine lipase (Mus musculus), Q8VD66; purified mABHD4, FP-Rh probe fluorescence polarization; inhibition, % at 8.92 µM; 370,000 compounds, 0.54% hits; AID 720543, 2013;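 active = inhibition exceeding the mean over every tested compound plus 3 SD, cut at about 30% in these data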;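 note: 0% = plate median of compound wells and 100% = S159A mutant with DMSO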
#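 system = mouse ABHD4 enzyme, wild type | medium = HEPES pH 7.0, NaCl, Pluronic buffer | also added = FP-Rh probe | incubation = Enzyme–compound pre-incubation 45 min, then probe 60 min, both 25 °C | technique = fluorescence polarization, excitation 525 nm, emission 598 nm, BODIPY TMR filters | controls = S159A mutant high control, sample median low control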
# MBD2 inh: inhibitors of MBD2 binding to methylated DNA, primary screen, biochemical, TR-FRET, DNA-binding domain, human; MBD2 binding to methylated oligonucleotide; inhibition, % at 4.4 µM; 370,000 compounds, 0.31% hits; AID 686964, 2013; in the data active = inhibition above about 13%
# rCAG RNA binder: binders of r(CAG) RNA repeats, primary screen, biochemical, fluorescence; r(CAG) RNA repeat, TO-PRO-1 dye displacement fluorescence; inhibition, % at 3 µM; 370,000 compounds, 1.3% hits; AID 651821, 2012;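 active = inhibition above the plate cutoff, the mean of all test compounds on that plate plus 3 SD, cut at about 35% in these data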;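 note: 0% = DMSO alone and 100% = 100 µM mitoxantrone as full dye displacement; higher means more dye released from RNA so lower well fluorescence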
# UHRF1 binding: UHRF1 methylated DNA binding inhibitors, primary screen, counter-screen for MBD2 inhibitor project, biochemical, TR-FRET, human UHRF1, single concentration; E3 ubiquitin-protein ligase UHRF1 (Homo sapiens), Q96T88; UHRF1 binding to methylated oligo; inhibition, % at 4.4 µM; 370,000 compounds, 0.75% hits; AID 687016, 2013; in the data active = inhibition above about 21%;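 note: UHRF1 SRA domain binding a hemimethylated CpG hairpin DNA probe; 0% = median of test compound wells and 100% = reference inhibitor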
# HTRA1 inhibitor: HTRA1 serine protease inhibitors, primary screen, biochemical, fluorescence polarization, HTS; 340,000 compounds, 0.5% hits; recombinant HTRA1, FP-rhodamine activity-based probe; inhibition, % at 5.96 µM; in the data active = inhibition above about 36%;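 note: 0% = enzyme with DMSO and 100% = wells lacking enzyme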
# SIAE inh: human SIAE inhibitors, primary screen, biochemical, fluorescence polarization, FP-Rh probe, 1536-well HTS; SIAE FP-Rh probe binding; inhibition, % at 9.66 µM; 370,000 compounds, 0.69% hits; AID 1053197, 2014;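 active = inhibition above a cutoff: mean of compounds within the control limits plus 3 SD of those, cut at about 17% in these data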;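 note: 0% = plate median of compound wells and 100% = probe without SIAE protein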
# * hit, by the source's call; . = no result given. An excerpt (hit frequency here may not be typical).
SMILES,GC-B act,TCR-CD3 inh,NPR1 activator,PRMT1 FP inh,ABHD4 inh,MBD2 inh,rCAG RNA binder,UHRF1 binding,HTRA1 inhibitor,SIAE inh
CC(C)c1csc(CN2CCC(n3nccc3NC(=O)Cc3ccccc3)CC2)n1,3.0,-9.0,-1.6,-3.9,1.3,-0.6,-5.6,2.0,5.9,7.8
CCCNC(=O)Cn1c(=O)n(C)c2ccccc21,3.2,3.9,-0.3,-0.7,-7.3,4.7,-3.9,0.0,7.8,-1.4
Fc1ccc(NC(=S)Nc2cccnc2)c(F)c1F,3.1,-1.1,2.2,2.0,7.4,-2.0,-0.6,-2.1,8.7,4.0
CCCC[C@@H]1C[C@H]1[C@@H](NC(=O)c1ccccc1)c1ccccc1C(F)(F)F,-7.1,5.1,-1.4,-1.9,-16.8,-0.5,-4.8,1.0,-30.1,-2.3
Cc1noc(C)c1NC(=O)Nc1ccc2c(c1)C(=O)N([C@H](C)CO)C[C@H](C)[C@H](CN(C)C)O2,3.1,-0.7,-2.0,-0.3,9.3,-6.8,3.0,3.2,-1.6,0.8
COc1ccc(NC(=O)CC2C(=O)N(C)C(=S)N2Cc2ccc3c(c2)OCO3)cc1 (stereo unspecified),-2.1,12.0,-2.6,2.2,-3.0,-1.9,4.6,0.5,2.1,3.9
CCOC(=O)c1c(N=CN(C)C)c(C#N)c2n1CCCC2,7.3,-5.7,1.9,-2.8,-5.2,7.5,-2.9,4.1,2.0,1.8
CC(C)C(=O)NCCc1c[nH]c2ccccc12,5.7,4.6,2.1,1.7,3.2,2.2,-0.8,-3.1,3.4,4.7
O=C(CCOc1ccccc1)OCC(=O)c1cc2ccccc2o1,-10.2,2.4,-3.3,1.3,-6.0,5.2,11.2,1.9,-18.2,3.7
CCc1nnc(SCC(=O)Nc2ccc(NC(C)=O)cc2)n1-n1cccc1,-0.4,-5.9,-0.1,0.8,-2.1,6.5,-2.8,1.7,3.5,13.3
CC1(C(=O)NS(=O)(=O)c2cccc(C#N)c2)CCN1C(=O)C1(c2ccc(Cl)cc2)CC1 (stereo unspecified),0.6,-4.5,1.6,-2.2,0.4,-5.3,18.8,0.6,.,-7.5
COc1cccc(C(=O)C2=NN(C(C)=O)CC2c2ccco2)c1 (stereo unspecified),-7.1,-6.9,-5.3,9.8,3.0,-0.2,-5.2,1.9,-10.8,-1.2
CCOC(=O)[C@H]1[C@H]2COc3ccc(Br)cc3[C@H]2N2C(=O)CN(Cc3ccc(C)cc3)C(=O)[C@@]12C,-9.2,3.3,-14.6,12.4,-6.4,-4.0,-12.2,-3.2,-23.1,-8.2
CC(C)CCN1C(=O)c2ccc(C(=O)NCc3ccccn3)cc2C1=O,-6.7,9.8,-1.4,0.1,-2.8,1.1,-7.0,0.0,-0.1,-9.7
Cc1sc(N/N=C/c2cc([N+](=O)[O-])ccc2O)nc1-c1ccccc1,3.5,-4.9,1.0,3.6,6.6,6.8,6.0,4.8,-1.2,2.4
CCOC(=O)c1sc(NC(=O)c2ccc(CC)s2)nc1C,-5.8,-1.3,-3.1,-2.4,5.4,-4.7,0.3,1.2,1.2,6.5
Cc1ccc(C2C(C#N)=C(N)Oc3nc(-c4ccccc4)[nH]c32)o1 (stereo unspecified),-16.8,-2.2,-23.7,4.4,8.1,-3.9,3.8,-8.5,1.6,-4.6
Cc1cc(NC(=O)CCN2CCN(C)CC2)ccc1Br,-5.7,-6.4,0.7,-1.4,0.3,3.3,-3.0,3.0,1.0,3.6
Cc1ccc(S(=O)(=O)NCC(=O)N2CCCC2C(=O)O)cc1 (stereo unspecified),-2.4,0.5,0.2,-5.0,-3.9,4.0,-4.1,-2.4,5.4,-0.3
CCc1nnc(NC(=O)c2ccc(-c3cccc(C(F)(F)F)c3)o2)s1,-0.3,-6.0,-0.5,-0.3,7.9,4.0,-0.1,0.4,0.2,-3.7

# Molecules shown so far that contain an aryl methoxy group, in the order listed:
SMILES,GC-B act,TCR-CD3 inh,NPR1 activator,PRMT1 FP inh,ABHD4 inh,MBD2 inh,rCAG RNA binder,UHRF1 binding,HTRA1 inhibitor,SIAE inh
COc1ccc(NC(=O)CC2C(=O)N(C)C(=S)N2Cc2ccc3c(c2)OCO3)cc1 (stereo unspecified),-2.1,12.0,-2.6,2.2,-3.0,-1.9,4.6,0.5,2.1,3.9
COc1cccc(C(=O)C2=NN(C(C)=O)CC2c2ccco2)c1 (stereo unspecified),-7.1,-6.9,-5.3,9.8,3.0,-0.2,-5.2,1.9,-10.8,-1.2

# Further results follow:
SMILES,GC-B act,TCR-CD3 inh,NPR1 activator,PRMT1 FP inh,ABHD4 inh,MBD2 inh,rCAG RNA binder,UHRF1 binding,HTRA1 inhibitor,SIAE inh
CCNc1cc(S(=O)(=O)C(F)(F)F)ccc1N,3.5,11.1,-2.2,-1.3,1.4,-1.5,-1.1,1.7,1.7,10.5
Cc1ccc(NC(=O)CN2CCN(C)CC2)cc1S(=O)(=O)N1CCOCC1,2.4,8.5,0.5,-4.3,3.8,-4.7,-1.9,-0.6,2.3,0.7
COc1cccc(NC(=O)CN2CCSc3ccccc32)c1,-0.6,-5.0,-6.2,3.3,5.9,2.7,-0.3,2.1,0.7,5.4
Cc1c(Cl)cccc1NC(=S)N1CCN(Cc2ccccc2)CC1,3.7,6.7,3.0,-1.3,-2.3,-1.8,-2.9,-2.2,-6.5,6.4
COC(=O)c1ccccc1NS(=O)(=O)c1c(C)noc1C,-0.1,-1.9,3.2,-1.3,-4.4,0.7,-0.7,3.8,5.4,0.2
COc1ccc(CNC(=O)C(OC(=O)c2cccs2)C(C)C)cc1 (stereo unspecified),-2.8,5.0,-6.0,-4.0,-0.5,-0.1,-5.3,-3.5,-3.1,11.5
C/C=C(/C)C(=O)Nc1cccc(C2=NOC3(C2)C[C@@H](C(N)=O)N(C(=O)/C=C/CC)C3)c1 (stereo partly specified),11.2,0.9,1.6,1.2,0.9,-5.2,-0.9,0.4,-5.9,6.5
Cc1cc(C)n(NC(=S)NC2CCCC2)c(=O)c1C#N,1.4,8.6,-0.3,0.8,-0.8,-5.6,0.8,1.3,3.3,5.5
CS(=O)(=O)Nc1ccc(S(=O)(=O)N2CCOCC2)cc1,-4.4,-1.5,3.2,-2.8,-2.5,-4.5,2.0,0.8,4.8,1.3
Cc1csc2c(N3CCC(C(=O)O)CC3)ncnc12,-2.9,-1.2,0.5,-1.6,-3.8,-4.5,-2.1,-1.0,5.8,0.9
COc1cccc(-c2nnc3sc(-c4ccco4)nn23)c1,-1.3,-1.3,4.7,-0.4,0.9,2.3,3.0,-1.8,0.0,-5.8
C=CCn1c(SCC(C)=O)nnc1-c1cc(-c2ccccc2)sc1N,10.4,5.5,10.5,9.5,5.8,-6.8,14.6,-3.8,23.4,2.7
C/C(Cl)=C\C[N+](C)(C)CC(=O)OCCc1ccccc1,8.8,-5.9,-9.4,5.0,-4.3,1.9,-4.1,0.9,.,-7.5
O=C(O)c1ccc(COc2ccccc2/C=C2\NC(=O)N(Cc3ccc(F)cc3)C2=O)cc1,-5.1,6.9,-4.4,-1.1,-1.1,3.3,8.8,0.2,-15.2,-10.7
Cc1ccc2c(c1)sc(-c1ccc(N(C)C)cc1)[n+]2C,-7.3,1.2,2.4,18.1,8.3,-7.8,7.6,-13.9,9.5,0.1
O=C1c2ccccc2S(=O)(=O)c2cc(N3CCC(C(=O)N4CCCCC4)CC3)ccc21,8.4,-3.1,5.5,0.3,-0.8,0.6,-6.5,-0.3,.,-5.5
O=C(CCN1C(=O)c2ccccc2C1=O)NCc1cccc(Cl)c1,-9.7,-9.5,0.6,4.3,-2.6,6.0,2.0,2.9,1.7,-9.0
CCOC(=O)/C(N=Nc1c(C)n(C)n(-c2ccccc2)c1=O)=C(\C)O,0.9,-8.9,0.1,5.5,9.4,3.1,-4.8,-1.6,3.7,-4.1
CC(=O)N1CCCc2cc(S(=O)(=O)N3CCCC(C(=O)N4CCN(c5ccccc5)CC4)C3)ccc21 (stereo unspecified),3.9,1.4,6.1,-2.3,-0.5,-2.5,-4.1,-0.2,5.0,5.0
CCOC(=O)c1ccc(Cn2cnc3ccccc3c2=O)cc1,1.3,1.9,2.7,0.9,-1.2,0.1,-4.3,-1.1,-1.2,-1.1
CCCCCOc1ccc(C(=O)NC(C(=O)O)C(C)C)cc1 (stereo unspecified),2.1,-0.7,3.0,-1.3,3.9,0.0,2.8,2.2,0.6,2.7
CCCCn1[nH]c(-c2ccccc2)cc1=O,-0.1,5.5,-0.2,0.5,-10.6,2.3,7.7,-4.2,0.7,8.9
COc1ccccc1CNC(=O)CSc1nnc2c(Cl)cc(C(F)(F)F)cn12,-1.9,1.8,-1.8,-0.6,-2.9,-5.7,3.4,-2.4,-3.2,2.2
CCN(C(=O)COC(=O)c1c(C)nn(-c2ccccc2)c1Cl)c1c(N)n(Cc2ccccc2)c(=O)[nH]c1=O,-7.3,3.8,3.4,0.9,-3.3,-4.9,-3.5,-0.6,-3.3,-2.2
O=C(c1ccc(S(=O)(=O)Nc2ccccc2)cc1)N1CCCC(C(F)(F)F)C1 (stereo unspecified),-6.4,2.0,-6.5,1.5,-5.8,-0.2,-1.3,0.2,-0.5,5.4
O=C(COC(=O)c1ccc(NS(=O)(=O)c2ccc3c(c2)OCCO3)cc1)NC1CC1,6.1,1.4,4.7,0.1,-0.8,0.8,-0.9,-0.5,6.9,-7.8
CSc1ncc(Cl)c(C(=O)Nc2ccc(S(=O)(=O)Nc3nccc(C)n3)cc2)n1,-1.9,-2.5,5.6,-1.8,-5.2,1.3,9.2,0.8,-0.9,-5.2
CCc1c(C)c2ccc(OCC(N)=O)cc2oc1=O,-2.0,-1.2,-0.1,-3.1,-2.0,-5.3,-0.9,-2.7,4.1,24.4*
CSCC(=O)N1CCCC(CNC(=O)c2ccc(-c3ccccc3)cc2)C1 (stereo unspecified),-1.7,8.6,6.8,-0.3,1.6,2.1,-8.9,-4.0,15.2,2.5
CC(C)(CNCc1ccccc1)NS(=O)(=O)c1ccccc1,-1.7,-5.8,-3.2,4.0,-7.6,5.4,-1.4,-0.9,5.3,11.7
CC(C)(C)c1ccc(-c2c(C(=O)O)c(C(=O)O)c3n2CSC3)cc1,1.6,4.7,-5.8,14.6,12.9,0.1,49.4*,1.0,-13.0,2.7
CCCn1c(SCC(=O)Nc2cc(Cl)ccc2OC)n[nH]c1=O,-6.4,3.6,-3.5,-2.8,0.9,-0.2,1.4,-1.5,-7.7,4.4
O=C(Nc1ccccc1C(=O)NCc1ccc(Cl)cc1)c1ccco1,-9.8,0.4,-1.1,2.7,-6.0,-6.8,0.7,-1.7,-22.2,-2.3
O=c1cc(CN2CCN(Cc3ccccc3)CC2)c2cc(Cl)ccc2o1,-5.2,0.9,-6.2,1.1,-5.5,-6.0,3.7,3.7,6.8,7.2

# Bioassay records as filed in PubChem.
